Compound activity as filed in PubChem BioAssay.
p47phox inh – p47phox/p22phox peptide binding inhibitors, primary screen, biochemical, uHTS, NADPH oxidase regulatory subunit. AID 1274, 2008. inhibition, % at 24.7 µM. Neutrophil cytosol factor 1 (Homo sapiens), P14598. fluorescence polarization, 2 h. 220,000 compounds, 0.53% hits;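 active means inhibition above about 30%, limit read from the data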;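 further: 0% = p47phox with labelled peptide and 100% = labelled peptide alone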
Target sequence (P14598 whole entry, looked up): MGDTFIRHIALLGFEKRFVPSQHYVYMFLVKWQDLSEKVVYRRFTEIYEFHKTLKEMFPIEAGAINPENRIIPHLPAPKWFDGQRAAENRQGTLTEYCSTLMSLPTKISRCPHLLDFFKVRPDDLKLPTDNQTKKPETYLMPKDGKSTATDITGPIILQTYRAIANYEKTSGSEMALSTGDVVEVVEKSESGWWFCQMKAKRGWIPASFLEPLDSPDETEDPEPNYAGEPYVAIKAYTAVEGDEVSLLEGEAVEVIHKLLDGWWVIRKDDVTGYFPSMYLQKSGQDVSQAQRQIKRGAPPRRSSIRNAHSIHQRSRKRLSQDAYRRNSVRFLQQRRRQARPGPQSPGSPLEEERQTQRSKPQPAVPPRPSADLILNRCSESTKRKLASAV
CHOP inhibitor – inhibitors of CHOP promoter induction, primary screen, cell-based, unfolded protein response, luciferase reporter; CHO-K1 CHOP-promoter luciferase, tunicamycin-induced, 15-18 h; inhibition, % at 10 µM; 220,000 compounds, 3.8% hits;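 active means compounds that reduced the stress-induced luciferase reporter signal by more than about 70% of percent inhibition, limit read from the data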;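 further: 0% = tunicamycin plus vehicle and 100% = wells without tunicamycin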
TRPN1 ag – zebrafish TRPN1 channel agonists, primary screen, cell-based, HEK293, calcium fluorescence; HEK293 zebrafish TRPN1-YFP, Fluo-8 calcium fluorescence; 100% = response to 87 µM carbachol; activation, % at 3 µM; 220,000 compounds, 0.18% hits;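 active means activation above its plate's cutoff, the mean activation of test wells on that plate plus 3 SD, cut at about 19% in these data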;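 further: 0% = DMSO alone and 100% = 87 µM carbachol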
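Material – zebrafish TRPN1-YFP in HEK293 cells · Doses – 3 µM single point · Schedule – dye 1 h 37 °C plus 30 min RT · Signal – Fluo-8 calcium fluorescence, excitation 470-495 nm, emission 515-575 nm · Read-out – % activation versus carbachol response · Control set – carbachol high, DMSO low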
EBV gp42 block – Epstein-Barr virus gp42 inhibitors, primary screen, biochemical, uHTS, fluorescence polarization; inhibition, % (tested at 21.74 µM); AID 1085, 2008; Glycoprotein 42 (Epstein-Barr virus (strain AG876)), Q1HVG2; Fluorescence polarization binding assay, mP read-out; 220,000 compounds, 0.42% hits; in the data active means inhibition above about 50%
Runt-SMMHC FRET – inhibitors of RUNX1 Runt–CBFb-SMMHC binding, primary screen, biochemical, FRET, Cerulean-Runt, Venus-CBFb-SMMHC, uHTS; Cerulean-Runt/Venus-CBFb-SMMHC FRET ratio 530/480, 1 h; AID 1434, 2008; 220,000 compounds, 0.74% hits; inhibition, % at 20 µM;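 active means mean inhibition across duplicate retests at 20 µM reaching about 50%, limit read from the data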;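 further: 0% = DMSO wells and 100% = wells with excess untagged CBFb-SMMHC; inhibitors lower the FRET ratio by blocking Runt binding to CBFb-SMMHC; some results filed as inactive read as strong as hits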
TNF death inh – inhibitors of TNF-alpha triggered necroptosis, primary screen, cell-based, Jurkat FADD-/-, single concentration. Jurkat FADD-/- TNF necroptosis rescue, ATP luminescence, 24 h; 0 = TNF only, 100 = no-TNF cells. activation (protection from cell death), % at 10 µM. 220,000 compounds, 0.068% hits;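 active means activation, meaning protection from cell death, of at least 50% relative to plate controls; inactive means activation below 50%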;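 further: necroptosis triggered by 40 ng/mL TNF-alpha added together with compound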
PPC-1+TRAIL kill – compounds killing PPC-1 cancer cells with TRAIL present, primary screen, TRAIL potentiator project, ATPLite luminescence, uHTS. PPC-1 cells + TRAIL, ATPLite viability luminescence. cell killing (% activity), % at 4 µM. 220,000 compounds, 0.41% hits. AID 1443, 2008;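 active means cell killing above 50% in the first pass at 4 µM, then a duplicate retest at 5 µM averaging 50% or more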;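 further: plate controls were cells with TRAIL plus DMSO for no effect and medium-only wells lacking cells for full effect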
MDM2 E3 inh – MDM2-luciferase reporter signal enhancers, primary screen, MDM2 E3 ligase inhibitor project, cell-based, luminescence, 1536-well; signal enhancement, % at 5 µM; AID 1230, 2008; cell-based MDM2 ubiquitination luciferase reporter, 2 h; 0 = plate control, 100 = twice control, blank-subtracted; 210,000 compounds, 0.11% hits;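 active means signal enhancement of 30% or more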;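 further: luminescence tracks abundance of the self-degrading MDM2-luciferase fusion protein; higher signal means inhibition of MDM2 E3 ligase activity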
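Assay system: stable mammalian line carrying autodegrading MDM2–luciferase fusion reporter; amount: 2000 cells seeded into each well; buffer or medium: DMEM; benchmarks: plate control and blank wells; signal: luciferase luminescence; timing: 2 h compound exposure at 37 °C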
TRPML3 agonist – human TRPML3 channel agonists, primary screen, cell-based, HEK293 TRPML3-YFP, Fluo-8 calcium fluorescence, 3 µM; 220,000 compounds, 0.29% hits; 100% = the carbachol control signal; Mucolipin-3 (Homo sapiens), Q8TDD5; activation, % at 3 µM; AID 1448, 2008;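 active means activation above its plate's cutoff, the mean activation of the plate's test wells plus 3 SD, cut at about 12% in these data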;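 further: 0% = DMSO only wells and 100% = carbachol wells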
Target sequence (Q8TDD5 whole entry, looked up): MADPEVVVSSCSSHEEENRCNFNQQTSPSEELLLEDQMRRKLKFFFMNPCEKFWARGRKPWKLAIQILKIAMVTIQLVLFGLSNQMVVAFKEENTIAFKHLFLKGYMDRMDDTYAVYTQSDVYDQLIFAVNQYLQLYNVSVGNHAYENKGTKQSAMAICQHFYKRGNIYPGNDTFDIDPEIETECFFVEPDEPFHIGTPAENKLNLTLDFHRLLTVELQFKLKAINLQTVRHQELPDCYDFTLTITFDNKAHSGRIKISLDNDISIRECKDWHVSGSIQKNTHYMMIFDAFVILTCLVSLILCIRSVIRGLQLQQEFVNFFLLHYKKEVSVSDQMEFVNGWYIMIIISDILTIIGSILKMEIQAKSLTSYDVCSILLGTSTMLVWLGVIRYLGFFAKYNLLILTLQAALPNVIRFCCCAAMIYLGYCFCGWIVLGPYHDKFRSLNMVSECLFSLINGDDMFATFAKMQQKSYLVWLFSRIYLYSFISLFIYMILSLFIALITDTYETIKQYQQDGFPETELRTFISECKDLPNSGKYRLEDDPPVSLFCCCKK
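Material: TRPML3-YFP stable HEK293 cells | Dosing: One concentration, 3 µM nominal, 0.3% DMSO | Timing: 125 s total fluorescence read per well | Technique: Fluo-8 calcium dye fluorescence, ex 470-495, em 515-575 nm | Measure: Percent activation from peak-to-basal fluorescence ratio, scaled between DMSO and carbachol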
Numbers without * were called inactive; · = no result given.

SMILES	p47phox inh	CHOP inhibitor	TRPN1 ag	EBV gp42 block	Runt-SMMHC FRET	TNF death inh	PPC-1+TRAIL kill	MDM2 E3 inh	TRPML3 agonist
CCN(CC)C(=S)SC1=CCS(=O)(=O)C1	9.5	-3.6	1.0	1.6	13.3	-0.2	-5.6	-9.7	0.8
Clc1ccc(-c2nnnn2-c2ccc(Cl)c(Cl)c2)cc1Cl	0.7	83.3*	-2.4	-8.6	0.8	-0.8	9.1	-7.5	0.2
O=C(Nc1ccc(N2CCOCC2)c(Cl)c1)c1cccnc1Cl	0.2	-18.7	0.4	-21.9	3.8	1.2	29.9	0.6	-0.1
Cc1ccccc1NC(=S)N(Cc1cccnc1)Cc1ccco1	-12.4	-9.5	-0.5	-8.4	2.2	0.5	3.3	-3.2	1.1
O=[N+]([O-])c1cccc(-n2nnnc2CN2CCCC2)c1	-3.2	-18.6	0.8	-25.3	-0.9	1.5	-15.6	-0.5	0.2
CN1C(=O)/C(=C/c2ccccc2Cl)Sc2ccc(C(=O)NCc3cccnc3)cc21	-31.0	81.5*	-2.6	-0.2	-8.2	0.6	-11.4	-5.7	0.3
Cc1ccc(C(=O)CN2C(=O)C(=O)N(Cc3ccccc3)C2=O)cc1	0.7	4.5	0.7	-9.9	0.1	0.3	13.4	-15.6	0.3
CCOP(=O)(c1ccc(N(C)C)cc1)C(O)c1ccc(Cl)cc1 (configuration not stated)	-6.3	13.8	-0.7	-12.2	4.5	-3.2	9.2	-9.2	0.3
O=C(NCc1ccccc1)C1CCC1	-9.5	-20.7	-0.3	-7.5	2.0	16.2	13.7	0.6	0.2
O=C(COC(=O)CCCNC(=O)c1ccc(Cl)cc1)NC1CC1	-2.4	11.2	0.1	-49.0	-7.4	-3.4	0.3	-14.2	-0.1
Cc1cc(C)nc(Nc2cc([N+](=O)[O-])ccc2C)n1	-8.5	0.9	-0.6	3.1	2.6	-0.6	11.3	·	0.5
C/C(=N\O)C(=O)NCC1CCNCC1	-4.3	41.0	1.4	-21.6	-0.2	0.7	10.1	-18.1	0.5
CC(C)N(C(=O)COC(=O)[C@H](C)NC(N)=O)c1ccccc1	-5.5	35.1	1.7	-20.3	-2.8	0.8	19.8	-2.9	0.8
CCOc1cc(C(=O)O/N=C(\N)c2ccc([N+](=O)[O-])cc2)cc(OCC)c1OCC	-1.5	79.3*	-0.5	-7.3	0.0	-10.7	-22.7	8.8	-0.1
Cc1cccc(CNc2ccc(C(CC(N)=O)NC(=O)c3ccccc3)cc2[N+](=O)[O-])c1 (configuration not stated)	-5.5	19.7	·	-24.8	-3.5	-1.1	-6.4	12.4	·
CC(=O)Nc1ccc(S(=O)(=O)N2CCCc3ccccc32)cc1	-17.1	·	-0.4	-17.9	2.4	-5.1	6.0	-8.9	1.3
O=C(Nc1ccc(C(=O)O)cc1)/C(=C\c1ccc2c(c1)OCO2)NC(=O)c1ccc(Br)o1	3.6	3.6	2.8	-13.3	-0.1	0.3	-17.9	-25.6	0.2
COC(=O)c1ccccc1NC(=O)c1ccc(-c2ccccc2F)o1	-8.2	56.3	-1.3	-2.8	0.0	-0.3	8.9	-3.2	0.7
O=C(NC1CCCC1)C1CC(=O)N(CCc2ccccc2)C1 (configuration not stated)	-8.6	7.2	1.6	-4.9	-0.9	-0.3	9.1	8.0	1.0
COc1cc([N+](=O)[O-])ccc1NC(=S)Nc1cc(C(=O)OC(C)C)cc(C(=O)OC(C)C)c1	-18.6	84.7*	-0.4	-6.9	0.9	3.9	5.7	-9.7	-0.2
CC1CC1C(=O)OCC(=O)Nc1ccc2[nH]c(=O)[nH]c2c1 (configuration not stated)	-11.4	-6.5	-0.1	8.3	3.2	-0.4	13.3	-17.4	0.1
CC1=NN(c2ccc(F)cc2)C(=O)C1C(c1cccc(O)c1)c1c(C)[nH]n(-c2ccc(F)cc2)c1=O (configuration not stated)	-19.8	56.0	2.5	0.6	3.4	-1.1	13.5	-1.2	-0.2
CC(C)c1ccc(Nc2ncccc2C(=O)O)cc1	-3.5	-28.0	-0.1	-19.5	-5.7	-0.2	38.2	-48.9	-0.8
Clc1ccc(-c2nnc(COc3ncnc4ccccc34)o2)cc1	-16.1	9.9	-0.1	-2.2	0.7	0.9	-21.1	-9.2	1.1
COc1cc2c(cc1O)[C@@H]1Cc3cc(O)c(OC)cc3[C@H](C2)N1C	-10.2	16.5	·	41.8	1.1	1.5	-23.1	-9.1	·
COc1ccc(C(=O)CSc2ccc(-c3ccccc3)nn2)cc1	-5.0	6.6	0.5	-1.9	-3.2	1.6	6.7	-13.9	1.3
O=C(/C=C\c1ccco1)Nc1ccc(N2CCN(C(=O)c3ccccc3)CC2)cc1	0.2	-4.8	1.9	-15.3	-4.1	3.4	31.8	-1.9	0.6
COc1cc2c(cc1OC)-c1c(OC)c(OC)cc3ccnc(c13)C2=O	4.7	36.9	-0.1	4.9	-5.5	-18.4	21.8	·	-0.3
COc1ccc([N+](=O)[O-])cc1NC(=O)CSc1nc(C)cc(C)n1	2.4	45.1	-1.4	-2.8	45.8	4.0	-6.5	-3.2	0.1
Cc1ccc2[nH]c(=O)c(CN(Cc3ccccc3)Cc3nnnn3C3CCCC3)cc2c1	-27.1	75.9*	-0.2	-6.3	-0.2	-6.2	28.6	5.2	-0.4
C/C(=N\NC(=O)c1ccccc1)c1cc2cc([N+](=O)[O-])ccc2oc1=O	-3.5	34.6	0.3	-24.9	-3.1	-2.0	12.1	-13.1	1.0
O=C(NCCC1=CCCCC1)N[C@@H](Cc1ccccc1)C(=O)O	-7.0	6.0	-0.8	-10.5	-2.1	-1.2	4.1	-21.0	-0.3
COc1ccccc1-n1nnnc1SCC(=O)NC1CCCC1	-5.1	6.0	6.3	-0.3	1.1	-0.6	-24.9	1.7	1.0
CCOc1ccc(NC(=O)CCSc2nc3c(c(CC)c2C#N)C(=O)CC(C)(C)C3)cc1	-14.4	54.4	-0.6	2.0	-1.2	3.1	8.2	-5.2	0.4
COc1ccc(/C=C/C(=O)NCC2COc3ccccc3O2)c(OC)c1 (configuration not stated)	-62.6	-14.3	-3.5	-21.8	-6.7	2.6	7.0	-10.0	0.6
Cc1c(NC(=O)c2ccc(N3CCCC3)c([N+](=O)[O-])c2)cccc1-c1nc2ccccc2s1	-10.4	5.4	0.8	-10.8	-3.4	-4.6	7.9	-12.5	0.0
Cc1cc(NC(=O)Nc2ccc(F)cc2F)n(C)n1	-3.2	10.4	-0.5	-4.8	-8.8	-0.8	22.0	-1.9	0.9
CC1CCCC(C)N1/N=C/c1cc(Br)c(O)c(Br)c1 (configuration not stated)	-9.8	9.3	1.5	-10.8	0.6	2.1	5.2	-4.0	1.0
CCN(CC)CCOC(=O)c1c(C)oc2ccc(OC)cc12	-11.7	22.9	-1.0	-20.4	0.4	2.5	13.5	-15.6	-0.3
CC(=O)c1c(C)nc2ccccn12	-2.2	40.7	2.1	2.7	4.4	0.7	0.4	-8.3	1.4
O=C(Nc1cnn(Cc2ccc(Cl)c(Cl)c2)c1)c1nc2ncccn2n1	-18.3	17.4	-0.2	-6.9	-2.4	2.0	5.0	8.7	0.0
COc1ccc(N(C)C(=O)c2ccc3nc(-c4ccccc4)c(-c4ccccc4)nc3c2)cc1	-6.6	-32.8	0.6	-15.8	-0.7	-12.4	26.6	-14.9	0.4
O=C(Nc1cccc(Cl)c1)N1CCCC1	2.4	-20.6	-0.4	-10.9	-2.8	1.7	-9.0	-11.2	0.2
O=C(Nc1nnc(COc2ccc(Cl)cc2)s1)c1ccc([N+](=O)[O-])cc1	-2.5	18.9	0.5	-5.1	-13.0	-1.0	17.6	2.0	-0.5
Cc1ccc(SCCCCN2CCNCC2)cc1	-5.5	56.6	0.2	-9.9	-6.9	2.7	19.8	-7.9	1.2
Cc1nn(-c2ccccc2)c(Cl)c1C(=O)Nc1ccccc1	-8.4	3.5	0.2	-6.8	-1.5	-1.8	11.5	-13.2	-0.4
CCCSc1nnc2c(n1)OC(c1cccn1C)N(C(C)=O)c1ccccc1-2 (configuration not stated)	-0.9	-1.4	-0.3	-10.9	1.3	-2.3	1.0	-17.2	0.1
CCCc1[nH]nc2c1C(c1ccncc1)C(C#N)=C(N)O2 (configuration not stated)	2.5	-2.0	0.6	-18.3	0.1	-0.1	21.2	-15.6	0.7
Cn1c(N)c(C(=O)COC(=O)C23CC4CC(CC(C4)C2)C3)c(=O)n(C)c1=O	-12.2	43.5	9.8	-8.0	-2.0	-1.3	25.4	-11.4	2.2
CCCn1c(=N)n(CC(O)c2ccc(C)cc2)c2ccccc21 (configuration not stated)	-3.8	-1.3	-0.2	-27.6	-2.0	2.8	5.0	-7.0	0.2

The last 2 entries of the section before open the next one:
SMILES	p47phox inh	CHOP inhibitor	TRPN1 ag	EBV gp42 block	Runt-SMMHC FRET	TNF death inh	PPC-1+TRAIL kill	MDM2 E3 inh	TRPML3 agonist
Cn1c(N)c(C(=O)COC(=O)C23CC4CC(CC(C4)C2)C3)c(=O)n(C)c1=O	-12.2	43.5	9.8	-8.0	-2.0	-1.3	25.4	-11.4	2.2
CCCn1c(=N)n(CC(O)c2ccc(C)cc2)c2ccccc21 (configuration not stated)	-3.8	-1.3	-0.2	-27.6	-2.0	2.8	5.0	-7.0	0.2
CN(C)S(=O)(=O)c1ccc2c(c1)nc(CCC(=O)NCC1CCCCC1)n2C	-1.9	7.2	-0.1	-5.5	2.3	-2.7	-9.6	-35.1	0.0
O=C(NCCc1c[nH]c2ccccc12)/C(=C/c1cccnc1)NC(=O)c1cccs1	-5.7	-11.4	0.2	-7.8	-2.4	0.5	30.2	-6.5	0.3
CC(=O)N1CCc2[nH]c3ccccc3c2C1	-11.6	7.9	1.0	-4.8	-19.0	-0.2	6.8	-23.9	1.3
COc1ccc(/C=C/C(=O)Nc2ccc(OC)cc2[N+](=O)[O-])cc1	0.7	24.9	-0.1	-30.1	-22.7	0.2	16.5	-21.1	0.0
Cc1cc(C(C)(C)C)oc1C(=O)Nc1ccc(CC(=O)O)cc1	-6.9	51.2	0.5	-8.9	-1.8	1.6	5.1	-3.8	0.3
Cc1ccc(-c2nc3cccnc3s2)cc1NS(=O)(=O)c1ccc2c(c1)OCCO2	-55.0	27.4	0.7	-4.4	-5.2	0.8	11.3	-2.9	-0.2
